BLM inh = inhibitors of human Bloom syndrome helicase BLM; recombinant BLM DNA unwinding, fluorescence dequenching; Potency, µM (top dose mostly 56.1 µM), inactives show at the top dose activity change, negative = inhibition, most hits filed as inhibitors; actives 0.2% (n = 350,000);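 also: potency is read from the fitted curve at half-maximal effect; plate controls were vehicle for no effect and no enzyme for full effect; nearly all actives have a fitted effect of over 35% in size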
LDHA block = blocks human lactate dehydrogenase A. actives 0.15% (n = 480,000). purified LDHA, NADH/diaphorase-resazurin fluorescence; hits give low values. activity change, % (values are at about 110 or 230 µM); in the data active = activity change below about -30%; inconclusive = mostly about -25% to -30%;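 also: plate controls were DMSO wells for no effect and wells without enzyme for full effect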
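Remaining NADH was detected by diaphorase (0.133 mg/mL) converting 37 µM resazurin to fluorescent resorufin, read at 0 and 20 minutes. The preceding 5-minute room-temperature reaction used 2 nM LDHA, 0.2 mM sodium pyruvate and 0.06 mM NADH at pH 7.4.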
Anesthetic bind = candidate novel general anesthetic via apoferritin binding. Potency, µM (top dose mostly 77.5 µM), for inactives: top-dose activity change, negative = displacement, hits mostly inhibitors. actives 0.074% (n = 350,000). P02791. apoferritin/1-aminoanthracene competitive binding, fluorescence. AID 485281; also: potency is read from the fitted curve at half-maximal effect; % is scaled to controls: 0 for no effect and ±100 for the full control effect; nearly all actives have a fitted effect of over 20% in size
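Apoferritin-based anesthetic binding model; compound displacement of fluorescent 1-AMA measured as endpoint fluorescence after 10 minutes at room temperature, scaled to free-ligand and complex controls.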
APEX1 inh = blocks human APE1 abasic DNA cleavage. P27695. recombinant APE1, TAMRA/BHQ-2 abasic DNA cleavage fluorescence. Potency, µM (doses to about 65.8 µM), for inactives: top-dose activity change, negative = inhibition, hits mostly inhibitors. actives 0.35% (n = 350,000);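 also: potency is read from the fitted curve at half-maximal effect; plate controls were vehicle for no effect and reference inhibitor for full effect; nearly all actives have a fitted effect of over 55% in size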
Target sequence (P27695 whole entry, looked up): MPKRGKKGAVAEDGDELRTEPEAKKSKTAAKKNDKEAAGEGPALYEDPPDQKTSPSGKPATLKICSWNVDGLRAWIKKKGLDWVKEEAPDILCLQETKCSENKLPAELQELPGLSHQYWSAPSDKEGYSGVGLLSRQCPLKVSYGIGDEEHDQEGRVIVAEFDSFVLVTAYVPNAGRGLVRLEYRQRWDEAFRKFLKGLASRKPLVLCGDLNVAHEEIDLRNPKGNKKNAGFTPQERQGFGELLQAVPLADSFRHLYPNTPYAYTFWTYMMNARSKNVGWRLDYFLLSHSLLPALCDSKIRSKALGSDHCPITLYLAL
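0.75 nM APE1 + cpd, 15 min RT; start w/ 50 nM TAMRA/BHQ-2 THF-abasic dsDNA; kinetic fluor 525/598 nm ×3 reads @60 s; Δ(read3−read1); normalized to DMSO and NSC13755 control wells.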
GRP78 ERSR act = ER stress response induction in glioma. Potency, µM, without a hit: top-dose activation, usual class: activators. actives 0.02% (n = 420,000). AID 602332. U87-MG GRP78 promoter luciferase reporter, 16 h; also: potency is read from the fitted curve at half-maximal effect; series mostly up to about 76 µM; % of control where 0% means no effect; nearly all actives have a fitted effect of over 35% in size
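Stably transfected U87-MG glioma cells carrying a GRP78-based luciferase sensor; 16 h compound incubation. Luminescence end-point read 10 min after Bright-Glo addition at room temperature.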
Pol beta inh = blocks human DNA polymerase beta activity; P06746; Pol beta primer extension/strand displacement, fluorescence kinetic; Potency, µM (top dose mostly 114 µM), for the others: top-dose activity change, negative = inhibition, actives largely listed as inhibitors; actives 1.3% (n = 340,000); AID 485314; also: potency is read from the fitted curve at half-maximal effect; % is scaled to controls: 0 for no effect and ±100 for the full control effect
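Enzyme-only controls used 10 nM Pol beta; buffer lacking enzyme served as negative control. Compound preincubated 15 min, then 50 nM substrate added; 0 and 10 min reads at room temperature.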
Pol eta inh = inhibitors of human DNA polymerase eta | Q9Y253 | recombinant Pol eta, fluorescent DNA replication assay | Potency, µM (doses to about 114 µM), for inactives: at the top dose activity change, negative = inhibition, most hits filed as inhibitors | actives 1.2% (n = 390,000); also: potency is read from the fitted curve at half-maximal effect; % is scaled to controls: 0 for no effect and ±100 for the full control effect
Target sequence (Q9Y253 whole entry, looked up): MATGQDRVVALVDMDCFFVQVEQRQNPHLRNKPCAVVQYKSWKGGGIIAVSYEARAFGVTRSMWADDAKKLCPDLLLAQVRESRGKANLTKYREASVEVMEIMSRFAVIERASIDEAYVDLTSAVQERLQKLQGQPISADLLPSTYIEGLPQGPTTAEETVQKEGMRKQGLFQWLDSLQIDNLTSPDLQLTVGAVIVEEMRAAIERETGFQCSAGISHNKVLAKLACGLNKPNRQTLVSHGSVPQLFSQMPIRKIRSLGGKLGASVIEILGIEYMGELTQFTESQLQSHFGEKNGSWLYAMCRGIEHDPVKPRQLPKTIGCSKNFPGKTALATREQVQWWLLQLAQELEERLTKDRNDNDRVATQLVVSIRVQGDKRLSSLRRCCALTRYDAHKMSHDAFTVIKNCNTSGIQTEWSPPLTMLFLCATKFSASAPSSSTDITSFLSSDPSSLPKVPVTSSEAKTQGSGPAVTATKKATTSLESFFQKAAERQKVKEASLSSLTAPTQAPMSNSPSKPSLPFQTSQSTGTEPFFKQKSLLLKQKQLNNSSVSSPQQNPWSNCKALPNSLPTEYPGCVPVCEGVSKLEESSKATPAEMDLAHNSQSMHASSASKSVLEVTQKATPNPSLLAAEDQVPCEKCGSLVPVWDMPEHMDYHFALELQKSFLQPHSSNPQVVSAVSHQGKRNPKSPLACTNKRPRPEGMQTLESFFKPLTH
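Pol eta at 10 nM preincubated with compounds 15 min at room temperature; reaction started with fluorescent substrate (50 nM final) and read kinetically at 0 and 10 min.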
POLK inh = DNA polymerase kappa (human) inhibition; AID 588579; Potency, µM (highest dose often 107 µM), for inactives: at the top dose activity, negative = inhibition, usual class: inhibitors; purified Pol kappa, fluorescent DNA synthesis assay, 10 min; actives 0.53% (n = 400,000); also: potency is read from the fitted curve at half-maximal effect; % is scaled to controls: 0 for no effect and ±100 for the full control effect
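Kinetic fluorescence readout at 0 and 10 min followed reaction start with substrate at 50 nM final. Beforehand, enzyme (10 nM Pol kappa) stood 15 min with compound at room temperature; buffer-only wells were negative controls.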
Pol iota inh = DNA polymerase iota (human) inhibition; Q9UNA4; AID 588590; actives 1% (n = 390,000); Pol iota fluorescent replication assay, 10 min; Potency, µM (series often up to 115 µM), inactives show at the top dose activity, negative = inhibition, most hits filed as inhibitors; also: potency is read from the fitted curve at half-maximal effect
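Pol iota at 10 nM preincubated 15 min with compounds at room temperature; reaction started with fluorescent substrate, 50 nM final. Fluorescence read kinetically at 0 and 10 min; buffer-only wells as negative control.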
* hit, by the source's call; u = inconclusive; x = not tested or not shown; & = joins results of further samples; [ ] = remark or other dose. Unless noted, calls follow the shape of the dose curve; as a rule, active = well fitted curve in the direction sought with a large enough effect; inconclusive = small, poorly fitted or top-dose-only effect, or another doubt; inactive = no such curve, though single readings can be large; an effect the other way counts as inactive or inconclusive. Only part of the results is shown; rates above refer to the full screens.

Codes – A = BLM inh; B = LDHA block; C = Anesthetic bind; D = APEX1 inh; E = GRP78 ERSR act; F = Pol beta inh; G = Pol eta inh; H = POLK inh; I = Pol iota inh
mol: COC(=O)c1c(NC(=O)c2cc(=O)c3c(C)cc(C)cc3o2)sc2c1CCCC2
  A: 0%	B: -1	C: 4%	D: x	E: 0%	F: -1%	G: -9%	H: 13%	I: 23%
mol: OC(COc1ccccc1)CN1CCN(c2cccc(Cl)c2)CC1 (stereo unspecified)
  A: x	B: -10	C: x	D: x	E: 1%	F: x	G: -14%	H: -12%	I: 0%
mol: CCOc1ccc2nnnn2n1
  A: -2%	B: -6	C: -4%	D: -4%	E: 6%	F: 40%	G: 0%	H: 2%	I: 24%
mol: COc1ccc(/C=C2\SC(=S)N(CCC(=O)NCCCn3ccnc3)C2=O)cc1
  A: -5%	B: 2	C: -22%	D: 50%	E: -7%	F: -1%	G: -16%	H: 11%	I: -6%
mol: Cc1cccc(S(=O)Cc2ccc(C(=O)NC3CCCCCC3)o2)c1 (stereo unspecified)
  A: 1%	B: -4	C: 6%	D: x	E: -1%	F: 1%	G: -4%	H: -4%	I: 11%
mol: Cc1ccc(CNC(=O)C2CN(S(C)(=O)=O)c3cc(Cl)ccc3O2)cc1 (stereo unspecified)
  A: -5%	B: -5	C: -12%	D: -6%	E: -5%	F: 3%	G: 0%	H: -8%	I: -1%
mol: COc1cccc(C(=O)OCc2ccccc2C#N)c1O
  A: -19%	B: 0	C: u	D: 4%	E: 5%	F: 2%	G: -12%	H: -10%	I: 6%
mol: Cc1ccc2c(c1)NCCO2
  A: -1%	B: 19	C: -20%	D: 2%	E: -3%	F: 29%	G: -3%	H: 2%	I: u
mol: CCN(Cc1ccncc1)Cc1ccc(OC)cc1OC
  A: -3%	B: -21	C: -6%	D: 22%	E: -4%	F: u	G: 3%	H: -14%	I: 15%
mol: Cc1cc(C)cc(NC(=O)c2cc(C)nn2C)c1
  A: 3%	B: -4	C: -8%	D: -2%	E: 1%	F: 11%	G: -8%	H: -5%	I: 169%[activator]
mol: COc1ccc(Cl)cc1NS(=O)(=O)c1cccc(C(=O)NCC2CCCO2)c1 (stereo unspecified)
  A: -5%	B: -3	C: -5%	D: 15%	E: -3%	F: 14%	G: -18%	H: 1%	I: 28%
mol: O=C1c2cccc3cccc(c23)C(=O)N1CCCN(C(=O)c1cccs1)c1cccc(F)c1
  A: -2%	B: -3	C: 0%	D: 16%	E: 1%	F: 31%	G: -22%	H: 3%	I: 9%
mol: CC(=O)Nc1ccc(S(=O)(=O)N(C)CC(=O)OC(C)C(=O)NC2CCCC2)cc1 (stereo unspecified)
  A: 0%	B: -1	C: -5%	D: 7%	E: -2%	F: 25%	G: -12%	H: -9%	I: 24%
mol: CC(=O)N1CCC(c2c[nH]c3ccccc23)CC1
  A: 0%	B: -7	C: -2%	D: -2%	E: -5%	F: u	G: -20%	H: -1%	I: 57%[activator]
mol: O=C(O)C1CSC(c2ccccc2Cl)N1C(=O)c1ccc(Cl)cc1 (stereo unspecified)
  A: 6%	B: -5	C: 7%	D: -5%	E: -8%	F: 17%	G: 4%	H: -17%	I: 12%
mol: COC(=O)c1ccc(CNC(=O)C23CC4CC(CC(C4)C2)C3)cc1
  A: -4%	B: -3	C: -17%	D: 65%[activator]	E: 1%	F: -4%	G: -9%	H: 2%	I: 27%
mol: COc1ccc(NC(=O)CN(C)C(=O)c2cccc3ccccc23)cc1
  A: x	B: -2	C: x	D: 19%	E: 0%	F: x	G: -6%	H: -6%	I: -3%
mol: COc1ccc(C(=O)NC(=S)N2CCOCC2)cc1OC
  A: 2%	B: -4	C: -4%	D: 4%	E: 3%	F: 72%	G: -4%	H: -6%	I: -8%
mol: Cc1cc([N+](=O)[O-])cc(/C=N\NC(=O)C2COc3ccccc3O2)c1O (stereo unspecified)
  A: -8%	B: 8	C: 4%	D: 0%	E: -3%	F: 2%	G: -17%	H: 1%	I: 59%[activator]
mol: Cc1cc(C)nc(CCNC(=O)c2cc(COc3c(C)cccc3C)on2)n1
  A: -1%	B: 3	C: -12%	D: 17%	E: 3%	F: 10%	G: -21%	H: -5%	I: 26%
mol: Cc1ccc(NC(=O)CSc2nc3ccccc3nc2Cc2ccccc2F)cc1F
  A: 2%	B: -8	C: -2%	D: x	E: 0%	F: 41%	G: -4%	H: -12%	I: u
mol: COC(=O)c1sccc1S(=O)(=O)N(CC(=O)Nc1c(C)cccc1C)c1ccc(C)c(C)c1
  A: -2%	B: 4	C: u	D: x	E: -2%	F: 0%	G: -15%	H: -20%	I: -3%
mol: CCOC(=O)C1=C(SCC)c2cc3c(n2C1=O)CCCC3
  A: -9%	B: -2	C: -19%	D: u	E: 16%	F: -17%	G: u	H: -18%	I: u
mol: COc1cc(NC(=O)C/C(C)=N/NC(=O)c2cccs2)c(OC)cc1Cl
  A: -3%	B: 8	C: u	D: -3%	E: 7%	F: 17%	G: -17%	H: -2%	I: 62%[activator]
mol: O=CN1CCN(C2CC(=O)N(c3ccc4c(c3)OCO4)C2=O)CC1 (stereo unspecified)
  A: 6%	B: -2	C: 3%	D: 3%	E: -1%	F: 1%	G: -7%	H: 7%	I: u
mol: CCOCCCN(C)C1CCN(C(=O)c2oc3ccccc3c2NC(=O)Cc2cccc([N+](=O)[O-])c2)CC1
  A: 3%	B: -11	C: -12%	D: -7%	E: 4%	F: 37%	G: 6%	H: 0%	I: 5%
mol: Cc1cc(NS(=O)(=O)c2ccc3oc(=O)c4ncn(C)c4c3c2)ccc1Br
  A: 7%	B: -12	C: 3%	D: x	E: -9%	F: 12%	G: 7%	H: -6%[60.1 µM]	I: -10%
mol: O=S(=O)(Nc1ccccn1)c1cc(Cl)ccc1Cl
  A: -2%	B: -2	C: 5%	D: 46%[activator]	E: -2%	F: -1%	G: -7%	H: 4%	I: 9%
mol: COc1ccc(NC(=O)c2ccc(-c3ccc(OC)cc3)s2)cc1
  A: -9%	B: 0	C: -1%	D: 0%	E: -1%	F: 1%	G: -14%	H: 5%	I: -1%
mol: c1ccc2cc(OCCN3CCCC3)ccc2c1
  A: 22%	B: -16	C: -11%	D: 1%	E: 1%	F: 1%	G: -8%	H: -7%	I: 5%
mol: Oc1ccc(/C=N/Nc2ncc(Br)cn2)c(O)c1
  A: -2%	B: 9	C: -16%	D: -2%	E: 5%	F: -23%	G: -18%	H: -28%	I: 2%
mol: Cc1cn2c(=O)cc(COC(=O)c3cccc(NC(=O)COc4ccccc4C)c3)nc2s1
  A: -8%	B: -12	C: 43%[activator]	D: x	E: 1%	F: -1%	G: -13%	H: -4%[60.1 µM]	I: 18%
mol: COc1ccccc1NC(=O)Cc1nn(C)c(=O)c2ccccc12
  A: 2%	B: -7&0	C: 5%	D: 12%	E: -2%	F: 12%	G: -12%	H: -1%	I: 31%[activator]
mol: CC(=O)Nc1cc(O)cc(O)c1
  A: -7%	B: -6	C: -2%	D: 18%	E: -2%	F: -10%	G: -4%	H: -18%	I: 21%
mol: Fc1ccc(-c2nnc(Cc3nnc(-c4ccc(F)cc4)o3)o2)cc1
  A: -1%	B: -7	C: -9%	D: 0%	E: -5%	F: 40µM*	G: 3%	H: -16%	I: -5%[58.9 µM]
mol: C[C@@H]1C[C@H](Nc2ccccc2)c2ccccc2N1C(=O)c1cccnc1
  A: -4%	B: 4	C: -9%	D: 6%	E: 4%	F: 22%	G: -9%	H: -16%	I: 6%
mol: C=CCNC(=O)N[C@@H](Cc1ccccc1)C(=O)OC
  A: -1%	B: -3	C: -1%	D: -1%	E: -9%	F: 11%	G: -5%	H: 6%	I: 32%[activator]
mol: CCN(CC)S(=O)(=O)c1ccc(OC)c(NC(=O)COc2ccccc2[N+](=O)[O-])c1
  A: -14%	B: 1	C: -7%	D: u	E: 0%	F: u	G: -16%	H: -1%	I: u
mol: O=C(NCc1ccc(F)cc1)C1CCCN(S(=O)(=O)c2cccnc2)C1 (stereo unspecified)
  A: -1%	B: -7	C: -5%	D: -4%	E: -6%	F: 6%	G: -6%	H: 4%	I: -1%
mol: O=C1CN(C(=O)COc2ncnc3ccccc23)c2ccccc2N1
  A: -4%	B: -2	C: -15%	D: -9%	E: -4%	F: 9%	G: -15%	H: -1%	I: 3%
mol: CC1=C(C(=O)OCc2ccc(C)cc2)C(c2cccc(F)c2F)CC(=O)N1 (stereo unspecified)
  A: 0%	B: -7	C: 4%	D: x	E: 1%	F: -10%	G: -21%	H: -23%	I: 13%
mol: COc1ccc(CCNC(=O)CCn2c(=O)c3ccccc3n(CC(=O)Nc3cccc(C)c3)c2=O)cc1OC
  A: -17%	B: -4	C: -3%	D: x	E: -2%	F: 15%	G: -2%	H: 8%	I: u
mol: O=C(CCCN1C(=O)NC2(CCCC2)C1=O)N1CCN(S(=O)(=O)c2ccccc2)CC1
  A: x	B: -8	C: x	D: 47%[activator]	E: -3%	F: x	G: -7%	H: 0%	I: -21%
mol: CCOC(=O)N1CCc2c(sc3[nH]c(=S)[nH]c(=S)c23)C1
  A: -1%	B: -13	C: -6%	D: -2%	E: -4%	F: -20%	G: -9%	H: -3%	I: 20%
mol: O=C(Cc1ccc(NC(=O)N2CCSc3ncccc32)cc1)NCc1cccc(Cl)c1
  A: -6%	B: -11	C: -14%	D: x	E: 1%	F: -6%	G: -7%	H: -14%	I: 12%
mol: CCCCn1c(N)c(N(CCOC)C(=O)c2cc3ccccc3cc2OC)c(=O)[nH]c1=O
  A: x	B: -8	C: x	D: 3%	E: -3%	F: x	G: -14%	H: -22%	I: 27%
